NPY-Y2 PAM-ag = potentiates or activates human NPY-Y2 receptor; P49146; cells expressing NPY-Y2, potentiator/agonist read-out; activation, % at 3.6 µM; actives 0.45% (n = 220,000); AID 1359; in the data active means activation above about 27%;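 further: cells stimulated with NPY near EC25 plus isoproterenol at EC100; 0% = vehicle plus submaximal agonist and 100% = vehicle plus saturating agonist; some results beyond the cut were filed as inactive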
S1P4 antag = blocks the human S1P4 receptor | inhibition, % at 4.98 µM | actives 0.26% (n = 220,000) | S1P4-expressing cells, antagonist mode, reporter read-out | AID 1510; in the data active means inhibition above about 29%;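 further: 0% = wells stimulated with agonist and 100% = vehicle wells without agonist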
Target sequence (O95977 whole entry, looked up): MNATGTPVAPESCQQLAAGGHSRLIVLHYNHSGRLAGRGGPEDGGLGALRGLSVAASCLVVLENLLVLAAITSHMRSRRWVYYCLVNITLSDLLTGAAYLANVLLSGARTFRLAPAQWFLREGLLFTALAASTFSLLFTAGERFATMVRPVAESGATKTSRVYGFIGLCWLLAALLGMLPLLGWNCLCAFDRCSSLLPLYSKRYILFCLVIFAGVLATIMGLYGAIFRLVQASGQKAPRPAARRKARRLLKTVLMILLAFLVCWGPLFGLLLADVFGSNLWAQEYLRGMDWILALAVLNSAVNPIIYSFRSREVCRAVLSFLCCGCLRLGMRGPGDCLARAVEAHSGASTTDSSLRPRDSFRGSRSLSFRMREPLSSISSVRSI
NPY1 pot ag = human NPY-Y1 potentiation or agonism, primary screen; actives 0.37% (n = 220,000); NPY-Y1 expressing cells, potentiator/agonist activation; P25929; activation, % at 3.6 µM; AID 1304; in the data active means activation above about 33%, passing the limit was not always enough;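 further: cells stimulated with NPY at EC10 then isoproterenol at EC100; 0% = low agonist plus stimulus and 100% = saturating agonist plus stimulus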
PGE2 EP2 inh = inhibitors of human EP2 prostaglandin E2 receptor; C6 glioma cells expressing human EP2, cAMP TR-FRET; cells stimulated with saturating PGE2; actives 0.52% (n = 260,000); P43116; AID 1422; inhibition, % at 25 µM;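 active means percent inhibition above 40 after rounding to a whole number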;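 further: rat C6 glioma host cells with rolipram phosphodiesterase inhibitor present; the protocol text gives 20 µM as final concentration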
Target sequence (P43116 whole entry, looked up): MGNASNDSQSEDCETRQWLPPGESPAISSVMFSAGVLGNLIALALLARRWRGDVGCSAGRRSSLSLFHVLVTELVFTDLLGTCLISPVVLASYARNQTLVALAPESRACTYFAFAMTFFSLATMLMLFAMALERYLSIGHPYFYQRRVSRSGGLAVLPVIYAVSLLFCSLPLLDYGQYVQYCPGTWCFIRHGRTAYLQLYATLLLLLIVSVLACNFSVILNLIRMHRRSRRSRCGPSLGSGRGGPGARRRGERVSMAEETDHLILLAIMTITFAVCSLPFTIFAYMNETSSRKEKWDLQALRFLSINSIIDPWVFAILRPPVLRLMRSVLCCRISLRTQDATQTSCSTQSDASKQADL
NPY-Y1 antag = blocks the human neuropeptide Y Y1 receptor. P25929. HEK293-CNG Y1 cells, membrane potential fluorescence; NPY at EC95, then isoproterenol. inhibition, % at 3.6 µM. actives 1% (n = 200,000). AID 1040;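 active means inhibition above the campaign mean inhibition of all tested compounds plus 3 SD, cut at about 20% in these data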;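 further: 0% = DMSO wells given NPY plus isoproterenol and 100% = isoproterenol alone without NPY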
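Material: HEK293 Y1/CNG channel cell line | Also added: NPY (25 nM), isoproterenol (1 µM), Ro 20-1724 (25 µM) | Compound: One concentration, 3.6 µM, in 0.4% DMSO | Schedule: 3 h dye uptake, 1 h room-temperature compound, 45 min post-isoproterenol | Signal: Membrane-potential fluorescent dye readout | Read-out: % inhibition of NPY effect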
eIF4E-4G inh = inhibitors of eIF4E and eIF4G interaction in translation initiation | P63073+Q04637 | inhibition, % at 21.7 µM | TR-FRET eIF4E-eIF4GI(517-606) binding, 2 h | actives 0.37% (n = 220,000) | AID 782;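 active means inhibition above about 30%, limit read from the data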;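 further: 0% = full FRET control wells and 100% = background wells lacking eIF4GI fragment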
S1P4 agonist = activates the human S1P4 receptor. O95977. S1P4-expressing cell line, agonist reporter assay. activation, % at 4.98 µM. actives 0.35% (n = 220,000); in the data active means activation above about 11%;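 further: 0% = DMSO vehicle and 100% = reference agonist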
p97 inhibitor = blocks human p97 ATPase activity; recombinant p97 ATPase, Kinase-Glo ATP luminescence, 3 h; inhibition, % at 8 µM; actives 0.42% (n = 220,000); AID 1481; P55072; in the data active means inhibition above about 15%;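 further: 0% = DMSO vehicle and 100% = wells lacking enzyme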
EP2 modulator = modulates human prostaglandin E2 receptor EP2 signaling | P43116 | induction, % at 25 µM | AID 940 | EP2-expressing cells, cAMP HTRF FRET, PGE2 co-stimulation | actives 0.83% (n = 260,000);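 active means compounds whose cAMP rise, as percent of the full-agonist control response, exceeds 60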;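 further: rat C6 glioma line stably carrying human EP2 under a CMV promoter; the protocol text gives 20 µM as final concentration; 100% = response of wells given 1 µM PGE2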
* = called active by the depositor; / = no result given; & = joins results of further samples; ! = not confirmed by another sample; [ ] = dose if it differs, or a comment. Some of the compounds tested; count on the stated rates, not on these rows.

Results follow in this order: NPY-Y2 PAM-ag	S1P4 antag	NPY1 pot ag	PGE2 EP2 inh	NPY-Y1 antag	eIF4E-4G inh	S1P4 agonist	p97 inhibitor	EP2 modulator
Cc1onc(-c2ccccc2Cl)c1C(=O)OCC(=O)Nc1ccc2c(c1)OCO2
→ 14	1	1	7	0	-2	-1.1	4	-9
O=C(N=C1c2ccccc2CN1c1cccc(Cl)c1)c1cccnc1
→ -4	1	-3	6	-3	2[fluorescence artefact?]	-1.3	3	19
COc1ccc(-c2nnn(CC(=O)N(Cc3ccco3)C(C(=O)NCC3CCCO3)c3ccco3)n2)cc1 (configuration not stated)
→ 0	-13	-11	7	2	3[fluorescence artefact?]	1.4	0	7
O=C(CCSc1ccc(Cl)cc1)Nc1cccnc1
→ -7	-10	3	7	8	0	0.1	2	-15
CCOc1ccccc1OCCCNCc1ccco1
→ -5	-17	-38	6	-1	4[fluorescence artefact?]	2.2	5	20
CC(=O)Nc1cccc(N/C(N)=N/c2nc(C)cc(C)n2)c1
→ 8	-8	1	14	3	3	0.7	3	-36
Cc1cc(C)c(/C=N/n2c(C)cc(C)c(C#N)c2=O)c(C)c1
→ 4	-8	-1	2	1	-16	-0.9	-8	15
CCN(C(=O)c1coc(=O)c2ccccc12)c1cc(OC)ccc1OC
→ 13	1	-6	10	1	2	1.7	-1	22
CCOC(=O)C1=NN(c2ccccc2)C(=O)C1
→ -25	7	16	12	/	1	0.4	7	17
CCCC(C)(C)NC(=O)CCCCC(=O)NC(C)(C)CCC
→ -1	-1	15	13	-4	4	0.5	4	16
N#CCCn1c(Cl)nc2ccccc21
→ -2	-11	-31	9	1	-1	-0.1	0	1
CCOC(=O)Cn1c(=O)c(-c2ccccc2NC)nc2ccccc21
→ -20	-2	-6	6	8	-2	-0.4	-7	5
CCN(CC)C(=O)Cn1c(=O)n(CCCCCC(=O)Nc2ccccc2)c(=O)c2sccc21
→ 10	-7	14	8	2	-1	12*	-1	-6
O=C(CC1C(=O)NCCN1Cc1ccc(-c2ccccc2)cc1)NC1CCC1 (configuration not stated)
→ 2	-5	1	-1	8	6	-0.8	-6	-23
CCCNc1ncnc2nc[nH]c12
→ -6	-16	8	11	-3	-5	0.1	-2	14
CCOc1cc(C2C(C(=O)OC)=C(C)N=C3SC(C)C(=O)N32)ccc1OC(C)=O (configuration not stated)
→ -7	-10	15	1	0	-2	2.7	4	20
CC(C)Oc1ccc(CNC2CCOC(C)(C)C2)cc1 (configuration not stated)
→ 5	-5	5	7	0	-10	-2.3	0	5
Cc1cccc(CSc2nnc(-c3ccccn3)n2N)c1
→ 11	-12	-7	7	-6	-4	-0.2	-5	5
CCc1ccc(/C=C/C(=O)c2cc(Br)ccc(=O)c2O)cc1
→ -7	15	-1	6	0	-9[fluorescence artefact?]	1.3	4	-32
CCCNC(=O)Nc1cc(OCC)c(N2CCOCC2)cc1OCC
→ 0	-10	-4	8	-8	1	1.9	-3	10
CCc1cccc(C)c1NC(=O)CSc1nc2ccccc2n1CC(=O)N(C)C
→ 10	-4	4	0	2	8	-0.5	-4	21
COc1ccc(C2CC(=O)N(CC(=O)NCC3CCCO3)c3ccccc3S2)cc1 (configuration not stated)
→ -15	-3	0	6	-6	-3	1.3	-5	1
Cc1ccc(C)c(-n2c(CNC(=O)c3ccco3)nnc2SCC(=O)Nc2nnc(C)s2)c1
→ 1	-40	9	11	2	3[fluorescence artefact?]	0.6	-2	9
COc1ccc(CCNC(=O)CCCN2C(=O)c3ccccc3C2=O)cc1
→ 0	-16	-13	17	4	-3	0.7	-3	-19
O=C1N(c2ccc3c(c2)OCCO3)C(c2ccccc2)C1(F)F (configuration not stated)
→ -1	-7	-11	3	5	3	2.9	4	47
COc1ccccc1N1C(=O)C2C(C(=O)c3ccccc3)=NN(c3ccc(Br)cc3)C2C1=O (configuration not stated)
→ 19	0	9	11	/	-4	0.7	-5	0
CCOc1ccc(C(=O)NCc2cccnc2)cc1
→ 4	-13	-22	8	0	-1	0.9	8	29
Cc1cc(C(C)(C)C)cc(S(=O)(=O)NCCO)c1C
→ 11	-19	10	11	-1	4	-0.3	2	30
Cc1cccc(C)c1NC(=S)N(CCN1CCCCCC1)Cc1ccco1
→ -5	7	10	5	6	1	-2.6	0	18
CC1CCN(Cc2nnnn2-c2cccc([N+](=O)[O-])c2)CC1
→ -5	-4	-21	7	6	6	1.5	-2	8
Cc1cccc(CN2C(=O)N/C(=C/c3ccc(C)s3)C2=O)c1
→ -5	-2	1	11	7	-2	3.9	1	-2
CCc1ccc(NC(=O)C(=O)NCc2ccccn2)cc1
→ 0	-9	8	9	1	0	-1.9	6	-20
N#CC(C#N)=Cc1ccc(-c2ccc(S(=O)(=O)N=C(N)N)cc2)o1
→ 3	-16	-8	5	-4	1[fluorescence artefact?]	3.2	6	3
CC(C)(C)NC(=O)C(=O)NN=C1CCCCCCC1
→ -16	-6	-13	2	-1	39*	2.5	-3	27
Cc1ccc(C2OC3=C(C(=O)CC(C)(C)C3)C(N)=C2C#N)o1 (configuration not stated)
→ -14	3	17	8	3	1	-2.7	-5	-20
CCN(Cc1ccccc1)C(c1cc2cc(C)cc(C)c2[nH]c1=O)c1nnnn1CCOC (configuration not stated)
→ 3	-17	5	18&10	-2	-4	-1.3	-2	73*!
CSc1nc2n(n1)C(c1ccccn1)C1=C(CC(C)(C)CC1=O)N2 (configuration not stated)
→ -2	-10	14	8	-2	-10	2.8	4	-2
O=c1c2ccccc2c(-c2ccc(O)cc2)nn1-c1cccc(C(F)(F)F)c1
→ 1	-6	-16	11	5	5	-1.4	-5	-3
Cc1csc(NC(=O)c2ccc(S(=O)(=O)N(C)c3ccccc3)cc2)n1
→ 5	4	-3	13	-5	11[fluorescence artefact?]	-0.4	0	-33
CCOC(=O)N1CCC(NC(=O)CSc2cc(=O)n(CC)c3ccccc23)CC1
→ -4	-5	6	10	0	-5	-1.5	4	25
CCc1ccc2c(c1)C(=O)c1ccccc1C2=O
→ 14	-11	1	12	1	-2[fluorescence artefact?]	0.9	-5	-2
O=C(CCCCCNC(=O)c1ccccc1)N/N=C/c1ccco1
→ -9	-3	8	2	3	3	2.4	3	-10
CCOC(=O)c1cnn(-c2ncnc3sc4c(c23)CCC4)c1N
→ -5	-16	6	13	0	2	0.1	-3	46
CN(CC(=O)Nc1ccc(SC(F)F)cc1)C1CCCCC1
→ 14	6	14	2	-3	-5	1.2	1	-35
CCCn1c(N2CCN(S(=O)(=O)Cc3ccccc3)CC2)nc2ccccc21
→ -2	11	-23	5&11	-2	-3	0.0	2	2&16
N#Cc1ccc(/C=N/NC(=O)CCc2ccc(S(=O)(=O)N3CCOCC3)cc2)cc1
→ -13	-15	18	4	4	19[fluorescence artefact?]	0.7	0	6
COc1ccc(NC(=O)Cn2c(-c3ccccc3)cc(C(C)=O)c2C)c(OC)c1
→ -5	-5	5	7	5	4	3.0	4	-37
CNc1ncc(Cc2ccccc2)s1
→ 9	-9	-9	9	2	4	1.9	3	-9
O=C(NCCCO)c1ccc2[nH]c3c(c2c1)CCCC3
→ -19	-23	-8	25	3	4	-3.0	-4	-35
CCC(C)(C(=O)NC1CCCCC1)N(Cc1cccs1)C(=O)c1ccc(=O)[nH]c1 (configuration not stated)
→ 0	5	-16	7	10	-2	-2.0	0	3

Following part:
Results follow in this order: NPY-Y2 PAM-ag	S1P4 antag	NPY1 pot ag	PGE2 EP2 inh	NPY-Y1 antag	eIF4E-4G inh	S1P4 agonist	p97 inhibitor	EP2 modulator
COc1ccc(C(=O)NCC(=O)OC2CCCCC2=O)cc1 (configuration not stated)
→ 12	1	1	13	-3	-3	-1.8	2	-2
COc1cccc(CSc2nnc(C(F)(F)F)n2Cc2ccc(F)cc2)c1
→ -21	-6	15	10	4	-8	0.3	-5	16
COc1ccc(C(=O)OCC2CC(c3ccccc3)=NO2)cc1OC (configuration not stated)
→ -34	-13	-25	6	17	6	0.3	2	-3
O=C(CSc1nnc(-c2cccnc2)n1C1CCCCC1)NC1CCCC1
→ 10	-30	-5	11	6	-3	-2.8	-3	24
COc1ccc(Cl)cc1S(=O)(=O)N1CCCC1=O
→ -4	1	7	9	6	-1	-0.3	1	20
CCC(CC)C(=O)Nc1ccc(Sc2ccc([N+](=O)[O-])cc2)cc1
→ -6	7	-14	11	19	15	7.9	-6	-8
COc1ccccc1NS(=O)(=O)c1cccc(N=C2N=C(N)c3ccccc32)c1
→ 0	-19	5	18	2	3	-1.5	3	-16
Cc1cc(/C=N/Nc2nc(N3CCOCC3)nc(N3CCOCC3)n2)c(C)n1-c1ccccc1
→ -10	-13	12	9	-3	-6	0.8	6	-13
CCN(CC(=O)NCc1ccc(F)cc1)Cc1nc2ccccc2c(=O)[nH]1
→ -6	-4	-8	12	-3	4	-0.5	-3	-12
CC1SC(C)C(=O)N(CC(=O)NC2CCCCC2)C1=O (configuration not stated)
→ -5	1	0	3	6	3	-0.7	7	21
Cc1ccc(C)c2[nH]c(=O)c(CN(Cc3cccnc3)C(=S)NCc3ccco3)cc12
→ -9	6	-4	5	/	3	0.6	8	-23
CC1(C)CC(CC(=O)O)C(=O)O1 (configuration not stated)
→ 2	-13	-20	2	0	1	1.2	-6	33
Clc1cccc(CN2COc3c(cc(Cl)c4cccnc34)C2)c1
→ -8	-23	-7	9	4	-13	1.4	3	-55
CCOc1ccc(CC(=O)NCC2(N3CCCCC3)CCCCC2)cc1
→ -5	-1	7	7	0	4	-0.1	5	23
CC(=O)NC(CC(=O)O)c1ccc(F)cc1 (configuration not stated)
→ -3	-1	2	6	-3	-1	-0.4	3	15
COc1ccc(/C(C)=N/NC(=S)Nc2cc(C)ccc2C)cc1
→ -10	-14	-8	12	0	-2	1.1	-1	-4
O=C(NCC(O)CN1CCOCC1)c1ccc([N+](=O)[O-])cc1 (configuration not stated)
→ -3	4	11	5	-4	2	-1.5	-1	21
CC(C)CC(=O)c1c[nH]c(C(=O)NCCc2ccccn2)c1
→ -2	-14	-17	5	2	5	-0.2	-5	23
CCN(Cc1ccccc1)S(=O)(=O)c1cc(C(=O)NC(C)C2CC3CCC2C3)ccc1OC (configuration not stated)
→ -14	-17	-19	8	16	-2[fluorescence artefact?]	1.5	-10	9
CCc1nnc(NC(=O)Cn2nc(-c3ccccc3OC)ccc2=O)s1
→ -7	1	-1	10	12	36*	-0.2	-2	-13
COc1ccc(C(=O)/C=C(\N)C(F)(F)F)c(O)c1
→ 14	-2	11	2	-3	3	-1.3	5	-8
O=C(Cn1c(C(F)(F)F)nc2ccccc21)N1CCCC1
→ 6	-18	-5	10	0	-12[fluorescence artefact?]	-6.0	3	-9
CC1Cc2ccccc2N1c1ncnc2c1nnn2Cc1ccccc1Cl (configuration not stated)
→ 1	-5	-5	13	12	0	-0.8	0	44

Retrieved one by one from the list above:
Results follow in this order: NPY-Y2 PAM-ag	S1P4 antag	NPY1 pot ag	PGE2 EP2 inh	NPY-Y1 antag	eIF4E-4G inh	S1P4 agonist	p97 inhibitor	EP2 modulator
O=C(Cn1c(C(F)(F)F)nc2ccccc21)N1CCCC1
→ 6	-18	-5	10	0	-12[fluorescence artefact?]	-6.0	3	-9
COc1ccc(C(=O)/C=C(\N)C(F)(F)F)c(O)c1
→ 14	-2	11	2	-3	3	-1.3	5	-8

Source: PubChem BioAssay
